# A-T KAP1 phos = potential ataxia-telangiectasia treatment; […] A-T fibroblasts, KAP-1 phosphorylation AlphaLISA; neocarzinostatin DNA damage 30 min before lysis; Potency, µM (highest dose often 57.5 µM), without a hit: top-dose activation, hits mostly activators; 320,000 tested, 0.19% active; AID 485349; also: potency is read from the fitted curve at half-maximal effect; % of control where 0% means no effect; nearly all actives have a fitted effect of over 45% in size
#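 hTERT-immortalized A-T patient fibroblasts ([…]), 500 cells/well in OPTI-MEM, 1% FBS, got compounds for 60 min, then NCS for 30 min at 37C. Lysates were then assayed for phospho-KAP-1 by AlphaLISA (anti-pKAP1 donor, anti-KAP1 acceptor beads), 6 hr at 25C.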
# S-ASM inh = inhibitors of human secretory acid sphingomyelinase; P17405; placental ASM, HMU-PC fluorogenic substrate, 60 min; Potency, µM (top dose mostly 57.5 µM), for inactives: top-dose activity change, negative = inhibition, hits mostly inhibitors; 340,000 tested, 0.006% active; also: potency is read from the fitted curve at half-maximal effect
#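 Human placenta-derived ASM preincubated with compound 10 min at room temperature, then reacted with 9 uM (final) fluorogenic HMU-PC substrate for 60 min at 37 C. Stop solution raises pH to 10; fluorescence read at Ex 386/Em 447 nm.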
# PTAP TSG101 blk = blocks PTAP/TSG101 interaction to inhibit HIV-1 budding; Q99816; Fluorescence polarization, FITC-PTAP peptide / Tsg101 binding; Potency, µM (top dose mostly 115 µM), inactives show at the top dose activity change, negative = inhibition, most hits filed as inhibitors; 340,000 tested, under 10 active; active = well fitted inhibition curve with a large enough effect in the main read-out, with a control signal flat, not every such curve was filed as active; inconclusive = small, poorly fitted or top-dose-only effect, or effect the other way, or a change in a side signal; inactive = no such curve, though single readings can be large or run the other way; also: potency is read from the fitted curve at half-maximal effect; % of control where 0% means no effect
#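 Fluorescence anisotropy tracks displacement of a FITC-tagged PTAP peptide (50 nM) from the Tsg101 binding domain (10 uM), following a 20 min room-temperature incubation at pH 7.5.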
# Menin MLL FP TR = inhibitors of human menin-MLL interaction, mutant MLL peptide; O00255; Menin + Texas Red MLL mutant peptide, fluorescence polarization; Potency, µM (highest dose often 61.6 µM), for inactives: top-dose FP activity change, negative = inhibition, usual class: inhibitors; 270,000 tested, 0.23% active; active = well fitted inhibition curve with a large enough effect in the polarisation, with a control signal flat, not every such curve was filed as active; inconclusive = small, poorly fitted or top-dose-only effect, or effect the other way, or a change in a side signal; inactive = no such curve, though single readings can be large or run the other way; the % refers to the polarisation; also: potency is read from the fitted curve at half-maximal effect; % of control where 0% means no effect; many of its hits are not listed in these tables
# TSHR antagonist = antagonists of human thyroid stimulating hormone receptor. P16473. TSHR-expressing cells, TSH-stimulated cAMP HTRF, 2 h; active compounds read low. activity change, negative = inhibition, % at 11.5 µM. 330,000 tested, 0.2% active. AID 504810;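 active = activity change below a set negative limit, meaning inhibition stronger than a set level, cut at about -70% in these data; inconclusive = activity change between two set negative limits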; also: % is scaled to controls: 0 for no effect and ±100 for the full control effect
# Target sequence (P16473 whole entry, looked up): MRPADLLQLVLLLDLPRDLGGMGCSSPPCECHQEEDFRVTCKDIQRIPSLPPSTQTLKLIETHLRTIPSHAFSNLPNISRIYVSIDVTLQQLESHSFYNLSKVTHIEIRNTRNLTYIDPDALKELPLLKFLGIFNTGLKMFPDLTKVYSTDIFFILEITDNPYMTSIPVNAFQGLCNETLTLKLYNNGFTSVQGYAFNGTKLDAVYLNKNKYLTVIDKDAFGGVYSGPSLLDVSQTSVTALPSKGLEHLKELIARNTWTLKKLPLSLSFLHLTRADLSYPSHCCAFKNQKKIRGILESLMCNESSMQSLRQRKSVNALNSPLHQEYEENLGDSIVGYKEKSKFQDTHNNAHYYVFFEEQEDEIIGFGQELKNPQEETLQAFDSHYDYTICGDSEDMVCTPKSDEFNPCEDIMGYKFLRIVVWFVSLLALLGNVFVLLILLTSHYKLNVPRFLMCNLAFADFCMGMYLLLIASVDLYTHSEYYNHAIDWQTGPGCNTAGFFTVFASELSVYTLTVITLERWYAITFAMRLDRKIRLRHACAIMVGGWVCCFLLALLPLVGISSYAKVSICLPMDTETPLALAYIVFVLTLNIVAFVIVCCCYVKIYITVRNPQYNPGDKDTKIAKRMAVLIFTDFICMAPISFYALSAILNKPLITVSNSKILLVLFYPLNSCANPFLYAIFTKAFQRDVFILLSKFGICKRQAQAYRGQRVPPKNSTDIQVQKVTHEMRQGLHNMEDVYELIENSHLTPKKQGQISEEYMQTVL
#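 Freshly harvested TSHR cells receive pin-tooled compound, then EC80 TSH at 4nM final. After 2 hours at 37 deg C, antibody in lysis buffer and cAMP-d2 are added; 30 minutes at ambient temperature precede the HTRF read.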
# Mito fusion act = mitochondrial division inhibition or fusion activation; S. cerevisiae fusion-defective mutant growth rescue, CellTiterGlo 48 h; 320,000 tested, 0.23% active; AID 485298; Potency, µM (top dose mostly 46.1 µM), for inactives: at the top dose growth rescue (activation), usual class: activators;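 also: potency is read from the fitted curve at half-maximal effect; % of control where 0% means no effect; nearly all actives have a fitted effect of over 45% in size; temperature-sensitive fusion mutants such as fzo1-1 at 37 °C on non-fermentable ethanol glycerol medium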
#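 Temperature-sensitive fusion-defective S. cerevisiae (e.g. fzo1-1, mgm1-5) were grown with compound in YPEG medium (3% ethanol, 3% glycerol) for 48 hours at 37C. Growth rescue was measured as viability by CellTiterGlo luminescence after 10 minutes at ambient.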
# MBNL1 CUG block = inhibitors of human MBNL1 binding to CUG repeat RNA. Potency, µM (doses to about 57.5 µM), without a hit: at the highest dose activity change, negative = inhibition, actives largely listed as inhibitors. 280,000 tested, 0.036% active. TR-FRET MBNL1-His/biotin-(CUG)12 binding, 665/545 ratio. Q9NR56; active = well fitted inhibition curve with a large enough effect in the signal ratio, with a control signal flat, not every such curve was filed as active; inconclusive = small, poorly fitted or top-dose-only effect, or effect the other way, or a change in a side signal; inactive = no such curve, though single readings can be large or run the other way; the % refers to the signal ratio; also: potency is read from the fitted curve at half-maximal effect; % is scaled to controls: 0 for no effect and ±100 for the full control effect
#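 Compounds (final 92 nM to 58 uM) are added to His-tagged MBNL1 and biotin-(CUG)12, then terbium anti-His antibody and streptavidin-XL665 (5 nM final). After 60 min at room temperature, the 665/545 nm ratio is read.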
# CXXC DNA block = blocks binding of human MLL CXXC domain to DNA. Q03164. MLL-CXXC / FITC-HOXA9 DNA fluorescence polarization. Potency, µM (doses to about 115 µM), without a hit: top-dose activity change, negative = inhibition, hits mostly inhibitors. 290,000 tested, 0.037% active; active = well fitted inhibition curve with a large enough effect in the polarisation, with a control signal flat, not every such curve was filed as active; inconclusive = small, poorly fitted or top-dose-only effect, or effect the other way, or a change in a side signal; inactive = no such curve, though single readings can be large or run the other way; the % refers to the polarisation; also: potency is read from the fitted curve at half-maximal effect
#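 Fluorescence polarization: 7 uM MLL-CXXC (stock) preincubated 5 min with compounds, then 50 nM fluorescein-HOX-A9 DNA (stock) added; 30 min ambient. Buffer 50 mM Tris-HCl pH 7.5, 50 mM NaCl, 1 mM DTT, 0.05% BSA.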
# TCR activator = T cell receptor activation | primary human leukocytes, anti-CD3, IL-2 HTRF, 48 h | Potency, µM (highest dose often 9.22 µM), inactives show at the top dose activation of IL-2 secretion, hits mostly activators | 330,000 tested, under 10 active | AID 504894; also: % of control where 0% means no effect
#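 IL-2 produced over 48 hr by a-CD3 bead-stimulated primary human leukocytes exposed to compounds was detected with a homogeneous time-resolved FRET immunoassay, 665nm acceptor signal after 320nm excitation.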
# Integrin act MD = integrin-mediated muscular dystrophy alleviation activation; alpha7betagal myoblasts, beta-gal FDG fluorescence, 48 h; Potency, µM (top dose mostly 38.3 µM), without a hit: at the top dose activation, hits mostly activators; 350,000 tested, 0.064% active; AID 624291;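 also: potency is read from the fitted curve at half-maximal effect; 100% = response of the positive control SU9516; nearly all actives have a fitted effect of over 60% in size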
#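 alpha7betagal+/- myoblasts (passage 13, 250/well) treated 48 h at 37C with compounds at 1:260 dilution of DMSO stock. Lysed, then beta-galactosidase activity read as FDG fluorescence (ex 480/em 540) after 30 min, with pre-read for autofluorescence.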
# Active calls of the source: *; ? = inconclusive; . = not tested or not shown; [ ] = dose if it differs, or a comment. Unless noted, calls follow the shape of the dose curve; as a rule, active = well fitted curve in the direction sought with a large enough effect; inconclusive = small, poorly fitted or top-dose-only effect, or another doubt; inactive = no such curve, though single readings can be large; an effect the other way counts as inactive or inconclusive.
# Order of values: A-T KAP1 phos, S-ASM inh, PTAP TSG101 blk, Menin MLL FP TR, TSHR antagonist, Mito fusion act, MBNL1 CUG block, CXXC DNA block, TCR activator, Integrin act MD
1: CCOC(=O)CNC(=O)Cn1cnc2c(nnn2-c2ccc(F)cc2)c1=O
  -1%, -4%, -7%, 6%, 22, 2%, -9%, -5%, ., -5%[7.66 µM]
2: CCC(=O)c1ccc(OCc2ccc(C(=O)OC)cc2)cc1
  5%, -2%, -1%, 43%[activator], -5, -2%, 15%[11.5 µM], -2%, -7%[46.1 µM], 0%
3: CCCCn1c(N)c(N(CC(C)C)C(=O)C2CC(=O)N(c3ccc4c(c3)OCCO4)C2)c(=O)[nH]c1=O (stereo not drawn)
  -1%, -1%, 1%, ., 9, 1%, ., ., -5%, 11%
4: Cn1c(=O)[nH]c2c(c1=O)CCO2
  ., 3%, -1%, ., ., ., ., ., -5%, -2%
5: CSc1nc(Oc2ccc(F)cc2)c2ccccc2n1
  9%, -9%, -4%, -9%, 8, 0%, -10%, -3%, 1%, -28%
6: CC12CC3(C)CC(C)(C1)CC(C(=O)NCCc1ccc(S(N)(=O)=O)cc1)(C2)C3
  0%, 2%, 1%, ., -8, -5%, 0%, 2%, -2%, ?
7: Cn1cccc1C(=O)OCC(=O)N1CCc2ccccc21
  -1%, 2%, -5%, ., ., ., ., ., ., -29%
8: Cn1cccc1C(=O)NC(=O)COC(=O)c1ccccc1Sc1ccccc1C#N
  -1%, -1%, -1%, ?, -15, 5%, -6%, 17%, 2%, 5%
9: COc1cccc(CNC(=O)C(=O)NCC2OCCCN2S(=O)(=O)c2cc(C)ccc2C)c1 (stereo not drawn)
  0%, -1%, -3%, ., 6, 3%, 0%, -1%, -3%, 0%
10: Cc1cc(C)c(S(=O)(=O)N2CCCC(C(=O)NC3CCCC3)C2)c(C)c1 (stereo not drawn)
  -3%, -2%, -4%, -4%, 1, 19%, -5%, 2%, 6%, -16%
11: CCC1CCCCN1C(=S)Nc1cccc(S(=O)(=O)N(C)C)c1 (stereo not drawn)
  4%, -1%, 0%, 3%, -2, -2%, -8%, 13%, -19%, -15%
12: O=C(OCc1ccccc1)C1CCCN1C(=O)c1ccccc1[N+](=O)[O-] (stereo not drawn)
  6%, 0%, -4%, -4%, 28, 1%, ?, -2%, 2%, -9%
13: C=CCOc1ccc(C[C@H](N)C(=O)NC[C@H]2O[C@@H](n3cnc4c(N)ncnc43)[C@H](O)[C@@H]2O)cc1
  -61%[inhibitor], 1%, 0%, ., 0, ., ., ., -1%[46.1 µM], 8%
14: O=[N+]([O-])c1ccc(S(=O)(=O)N2CCN=C2SCc2ccc(F)cc2)cc1
  5%, 0%, -1%, ., 6, 2%, 10%, 24%, 5%, -19%
15: O=C(O)c1ccccc1C(=O)NCCc1c(C(=O)O)[nH]c2ccc(Cl)cc12
  -18%, 3%, -5%, ., -4, 0%, -8%, 0%, 16%, -23%
16: CCOC(=O)N1CCN(C(=S)NC2CCCCC2)CC1
  -2%, 0%, 0%, 3%, 0, -6%, -1%, -7%, -3%[46.1 µM], 20%
17: C(=C\c1ccccc1)/C=N/Nc1nncc(-c2ccccc2)n1
  1%, ., ., 1%, 14, -1%, -21%, 3%, 0%[46.1 µM], .
18: Cc1nccn1CC(O)COC1CCCCC1 (stereo not drawn)
  10%, 5%, -7%, -29%, 4, -3%, 4%, 2%, 6%, 12%
19: O=c1c2ccccc2[nH]c(=S)n1Cc1ccc2c(c1)OCO2
  2%, 2%, 0%, ?, 18, 7%, 18%, ?, -1%, 18%
20: CC1CCC2(CC1)SCC(=O)N2c1ccc(F)cc1 (stereo not drawn)
  23%, -2%, 0%, ., 28, -3%, -4%, -7%, 7%, -18%
21: Cn1c(SCC(=O)Nc2ccc(N3CCOCC3)cc2)nnc1-c1ccco1
  6%, 2%, -13%, ., ., 2%, 0%, 56%, 1%, 0%
22: CCNC(=S)Nc1ccc(OCc2nc3ccccc3s2)cc1
  -2%, -6%, -4%, -6%, -13, -12%, 4%, -1%, -68%, -23%
23: NC(=O)CSc1nnc2sc3ccccc3n12
  5%, 1%, 0%, -2%, 4, -1%, -1%, -13%, 1%, -18%
24: O=C(CCSc1ccc(Cl)cc1)N1CCOCC1
  -6%, 4%, -1%, 1%, 3, -5%, -2%, -6%, 0%[46.1 µM], 18%
25: Cc1ccc(C(=O)N/C(=C/c2cccnc2)C(=O)N2CCCCCC2)cc1
  -12%, 1%, 2%, ., 2, 3%, -4%, -8%, 3%, 5%
26: CCOc1ccc2nc(NCCCNS(=O)(=O)c3ccc(C)cc3)c(C#N)cc2c1
  2%, 446%[activator], -9%, ?, 90, 0%, 3%, -5%, 5%[46.1 µM], 19%[7.66 µM]
27: O=C(COc1ccc2c(-c3ccccc3)cc(=O)oc2c1)NCCN1CCOCC1
  1%, 0%, -4%, -15%, -11, 12%, 12%, 4%, -3%, -5%
28: COc1ccc(CNc2ncnc3cc(Cl)ccc23)cc1OC
  4%, 7%, -3%, 9%, -16, -10%, -5%, 4%, -17%, 0%
29: Cc1ccc(S(=O)(=O)N2CCN(C(=O)COC(=O)/C=C/c3ccccc3)CC2)c(C)c1
  -6%, -3%, -7%, ., 5, 11%, ., ., 4%, ?
30: CC1(C)CC(=O)C2=C(C1)OC(N)=C(C#N)C21C(=O)N(Cc2ccccc2Cl)c2ccccc21 (stereo not drawn)
  ., 0%, 0%, 1%, 6, 0%, 7%, 5%, -3%, -27%
31: O=C(COC(=O)C1CC1)Nc1ccc(N=Nc2ccccc2)cc1
  14%, ?, -4%, 26%, -8, 0%, 1%, 9%, 2%[46.1 µM], 18%
32: Cc1noc(C)c1CCC(=O)O
  4%, 2%, -6%, 8%, -3, 3%, 11%, 11%, 1%, 29%
33: Cc1cccc(NC(=O)/C(C#N)=C\c2cc(C)n(-c3ccc(C(=O)O)cc3)c2C)c1
  2%, 50%[activator], -2%, 21%, -22, 4%, ?, -6%, -5%, -28%
34: COCCN(C(=O)c1ccccc1OC)c1nnc(C)s1
  1%, 0%, 0%, 14%, 0, 8%, -1%, 5%, -12%, 9%
35: COC(=O)c1cc2c(=O)c3ccccc3oc2nc1C
  1%, -5%, 0%, 11%, -6, -3%, 14%, 20%, -5%, -5%
36: Cc1cccc(C)c1N1CCN(S(=O)(=O)N2CCOCC2)CC1
  ., 0%, -7%, -6%, -6, -4%, -1%, -8%, 9%, 2%[7.66 µM]
37: Cc1nnc(SCC(=O)Nc2ccc(S(=O)(=O)N3CCCCC3)cc2)s1
  -4%, 0%, -3%, 4%, 12, 0%, 1%, 1%, 4%, 3%
38: O=C(CC1NCCN(Cc2ccccc2)C1=O)Nc1ccccc1 (stereo not drawn)
  6%, 1%, -10%, ., -8, -3%, ?, 1%, -3%, 6%
39: Cc1cc(=O)c2c(C)ccc(C)c2[nH]1
  -4%, 0%, -2%, -10%, -3, 13%, -8%, -1%, 8%, -15%
40: CCc1c(C)sc(NC(=O)c2cc(-c3ccco3)on2)c1C#N
  -5%, -4%, -8%, ?, -5, 1%, 7%, -11%, ., -7%[7.66 µM]

# Entries of single compounds from above.
# Shown for `CCc1c(C)sc(NC(=O)c2cc(-c3ccco3)on2)c1C#N` : A-T KAP1 phos: -5%; S-ASM inh: -4%; PTAP TSG101 blk: -8%; Menin MLL FP TR: ?; TSHR antagonist: -5; Mito fusion act: 1%; MBNL1 CUG block: 7%; CXXC DNA block: -11%; TCR activator: .; Integrin act MD: -7%[7.66 µM]
# Shown for `O=C(CC1NCCN(Cc2ccccc2)C1=O)Nc1ccccc1` (stereo not drawn) : A-T KAP1 phos: 6%; S-ASM inh: 1%; PTAP TSG101 blk: -10%; Menin MLL FP TR: .; TSHR antagonist: -8; Mito fusion act: -3%; MBNL1 CUG block: ?; CXXC DNA block: 1%; TCR activator: -3%; Integrin act MD: 6%

# Part of the list above, showing only Menin MLL FP TR:
No. | molecule | Menin MLL FP TR
35 | COC(=O)c1cc2c(=O)c3ccccc3oc2nc1C | 11%
32 | Cc1noc(C)c1CCC(=O)O | 8%

# Source: PubChem BioAssay

# Not all compounds are listed. The share of hits here may be higher or lower than overall.
